bIAP inh = intestinal alkaline phosphatase (bovine) inhibition | purified bovine IAP, CDP-star luminescence, 30 min | inhibition, % at 20 µM | 190,000 tested, under 10 active | AID 1019;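 active = over 50% inhibition of intestinal alkaline phosphatase at 20 µM in the single-dose screen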
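test system = bovine IAP enzyme | medium = DEA buffer 100 mM, pH 9.8, with MgCl2 1.0 mM, ZnCl2 0.02 mM | detection = luminescence | dosing = single compound dose of 20 µM, 2% DMSO final | incubation = 30 min reaction at room temperature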
Redox H2O2 prof = compounds producing H2O2 with reducing agent – biochemical, NIH compound library profiling, artefact control for MLSCN library redox annotation, primary screen; DTT-dependent redox cycling H2O2, phenol red/HRP absorbance; 100% = 100 µM peroxide control, 0% = buffer; activation, % at 10 µM; 200,000 tested, 0.03% active;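 active = activation of at least 50% relative to the plate's high and low controls in the primary single-dose screen; inactive = activation below 50%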;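 note: compound incubated with DTT at 0.8 mM final as the reducing agent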
bIAP activator = increases bovine intestinal alkaline phosphatase activity; purified bovine IAP, CDP-star luminescence, 30 min; active compounds read high; fold of DMSO-control signal, blank-subtracted; activation factor at 20 µM; 200,000 tested, 0.17% active;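 active = activation factor of 2 or more at 20 µM, a signal rise over negative controls twice the positive control's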
TR-FRET SRC-2 ct = flags TR-FRET format artefacts in PPARgamma SRC-2 recruitment agonist screen; TR-FRET artefact counter-screen; active compounds read high; TR-FRET ratio at 8 µM; AID 1049; 200,000 tested, 0.4% active; in the data active = TR-FRET ratio above about 2000; note: inactives centre near 1500
PPARg SRC2 recr = promotes SRC-2 coactivator recruitment by human PPARgamma; PPARgamma LBD-SRC-2 recruitment, biochemical; 200,000 tested, 0.34% active; activation, % at 8 µM; AID 1032; in the data active = activation above about 22%;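 note: 0% = vehicle and 100% = reference agonist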
Target sequence (P37231 whole entry, looked up, the tested form may be a part): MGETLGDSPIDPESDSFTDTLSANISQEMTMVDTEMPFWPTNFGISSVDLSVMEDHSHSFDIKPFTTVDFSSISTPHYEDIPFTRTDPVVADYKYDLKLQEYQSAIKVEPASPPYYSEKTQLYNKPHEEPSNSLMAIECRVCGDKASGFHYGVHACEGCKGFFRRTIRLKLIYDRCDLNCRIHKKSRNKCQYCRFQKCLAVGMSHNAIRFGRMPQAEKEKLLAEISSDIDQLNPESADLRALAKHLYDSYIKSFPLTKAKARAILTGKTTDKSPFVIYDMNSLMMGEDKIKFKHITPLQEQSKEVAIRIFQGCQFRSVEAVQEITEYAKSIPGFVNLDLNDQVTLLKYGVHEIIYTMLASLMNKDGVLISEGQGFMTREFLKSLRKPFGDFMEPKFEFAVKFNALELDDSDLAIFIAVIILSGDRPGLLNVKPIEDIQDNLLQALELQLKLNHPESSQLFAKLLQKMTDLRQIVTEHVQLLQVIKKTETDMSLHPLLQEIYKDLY
PPARg SRC3 recr = agonists of human PPARgamma SRC-3 coactivator recruitment | AID 731 | biochemical PPARgamma/SRC-3 coactivator recruitment assay | activation, % at 8 µM | 200,000 tested, 0.26% active; in the data active = activation above about 23%;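 note: 0% = DMSO and 100% = reference agonist; some compounds past the cut are filed as inactive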
L major viab = inhibitors of Leishmania major promastigote growth; Leishmania major promastigotes, resazurin fluorescence viability; inhibition, % at 10 µM; 200,000 tested, 9% active; in the data active = inhibition above about 50%;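 note: promastigotes grown with compound for 44 hours at 28 °C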
PPARg SRC-1 ag = promotes SRC-1 coactivator recruitment by human PPARgamma; P37231; PPARgamma-SRC-1 coactivator recruitment biochemical assay; activation, % at 8 µM; 200,000 tested, 0.41% active; AID 631; in the data active = activation above about 19%;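 note: 0% = DMSO and 100% = reference agonist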
TLR4 MyD88 comp = TLR4-MyD88 interaction inhibition in cells; inhibition, % at 8.4 µM; O00206+Q99836; HeLa CL3-4 TLR4/MyD88 BLA complementation, FRET ratio; AID 861; 200,000 tested, 0.18% active; in the data active = inhibition above about 25%;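 note: 0% = vehicle and 100% = reference inhibitor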
ROMK mod = modulates human ROMK potassium channel activity | P48048 | Tet-inducible ROMK, thallium flux fluorescence; actives lie on both sides | B-score at 10 µM | 130,000 tested, 2% active | AID 1918;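 active = signal ratio slope over the read window, or its plate-corrected B-score, at least 3 SD from the plate mean, either direction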;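 note: B-score of the F/F0 ratio slope over 7 to 12 s after thallium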
Target sequence (P48048 whole entry, looked up): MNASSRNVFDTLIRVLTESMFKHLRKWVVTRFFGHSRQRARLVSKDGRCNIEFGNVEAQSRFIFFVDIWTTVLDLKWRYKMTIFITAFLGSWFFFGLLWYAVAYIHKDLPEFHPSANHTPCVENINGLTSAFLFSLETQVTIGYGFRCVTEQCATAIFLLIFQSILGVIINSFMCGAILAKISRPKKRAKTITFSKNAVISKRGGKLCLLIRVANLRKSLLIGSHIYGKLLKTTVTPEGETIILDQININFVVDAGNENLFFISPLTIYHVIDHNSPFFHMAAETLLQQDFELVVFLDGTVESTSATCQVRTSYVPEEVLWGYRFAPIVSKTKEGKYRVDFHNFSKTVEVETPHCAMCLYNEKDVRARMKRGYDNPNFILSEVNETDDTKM
S1P3 antagonist = antagonists of human S1P3 receptor. Q99500. inhibition, % at 4.98 µM. 170,000 tested, 0.27% active. CHO S1P3 NFAT-BLA reporter, FRET fluorescence, antagonist mode;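 active = inhibition above the plate cutoff, the mean inhibition of test wells on that plate plus 3 SD, cut at about 28% in these data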;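 note: cells challenged with S1P at its EC80 of 0.8 µM; blue over green emission ratio from cleaved BLA substrate after 4 h stimulation; 0% = S1P-stimulated wells and 100% = unstimulated DMSO-only wells; some compounds past the cut are filed as inactive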
Active calls of the source: *.

For CC(C)c1ccccc1-n1c(SCC(=O)N2CCN(c3ccccc3)CC2)nnc1-c1cccnc1 the results were bIAP inh 1, Redox H2O2 prof 2.6, bIAP activator 1, TR-FRET SRC-2 ct 1490, PPARg SRC2 recr -11, PPARg SRC3 recr -1, L major viab 96*, PPARg SRC-1 ag 1 and TLR4 MyD88 comp 7.
Screening CC(C)C(=O)N=c1sc2cc(F)cc(F)c2n1C returned bIAP inh 14, Redox H2O2 prof -0.5, bIAP activator 0.9, TR-FRET SRC-2 ct 1567, PPARg SRC2 recr 4, PPARg SRC3 recr -6, L major viab -1, PPARg SRC-1 ag -4, TLR4 MyD88 comp -9 and S1P3 antagonist -20.
`O=C(CCSc1nnc(-c2ccccc2)o1)N1CCOCC1` gave bIAP inh 19, Redox H2O2 prof -0.3, bIAP activator 0.8, TR-FRET SRC-2 ct 1745, PPARg SRC2 recr 8, PPARg SRC3 recr 6, L major viab -4, PPARg SRC-1 ag 5, TLR4 MyD88 comp -3, ROMK mod 0.15 and S1P3 antagonist -10.
Screening O=C(Cn1cnc2ccccc2c1=O)Nc1ccc2c(c1)OCCO2 returned bIAP inh 14, Redox H2O2 prof -1.6, bIAP activator 0.9, TR-FRET SRC-2 ct 1582, PPARg SRC2 recr -1, PPARg SRC3 recr 15, L major viab 2, PPARg SRC-1 ag 5, TLR4 MyD88 comp 4, ROMK mod 0.78 and S1P3 antagonist 9.
`CCC(C)Sc1nc2ccccc2n1CC(=O)O` (stereo not given) gave bIAP inh 11, Redox H2O2 prof -0.1, bIAP activator 0.9, TR-FRET SRC-2 ct 1567, PPARg SRC2 recr 2, PPARg SRC3 recr -7, L major viab -4, PPARg SRC-1 ag 0, TLR4 MyD88 comp 7 and ROMK mod 0.12.
COCCN(C(=O)Cc1cccs1)C(C(=O)NCc1ccc(OC)cc1)c1ccccc1 (stereo not given) was read as bIAP inh 4, Redox H2O2 prof 1.0, bIAP activator 1, TR-FRET SRC-2 ct 1554, PPARg SRC2 recr 1, PPARg SRC3 recr 6, L major viab 2, PPARg SRC-1 ag 1 and TLR4 MyD88 comp -1.
Screening CCOC(=O)C(CCCOc1ccc(C)cc1)C(=O)OCC returned bIAP inh 8, Redox H2O2 prof 0.1, bIAP activator 0.9, TR-FRET SRC-2 ct 1467, PPARg SRC2 recr 3, PPARg SRC3 recr -6, L major viab -6, PPARg SRC-1 ag -7, TLR4 MyD88 comp -1 and ROMK mod -0.017.
CC(CN(C)Cc1ccccc1)OC(=O)c1ccccc1F (stereo not given) was read as bIAP inh -8, Redox H2O2 prof -0.6, bIAP activator 1.1, TR-FRET SRC-2 ct 1659, PPARg SRC2 recr 0, PPARg SRC3 recr 1, L major viab -5, PPARg SRC-1 ag 2, TLR4 MyD88 comp -22 and S1P3 antagonist 5.
Cc1cccc(NC(=O)CSc2nnc(CCCCCNC(=O)OC(C)(C)C)o2)c1C was read as bIAP inh -33, Redox H2O2 prof 1.6, bIAP activator 1.3, TR-FRET SRC-2 ct 1561, PPARg SRC2 recr -5, PPARg SRC3 recr -5, L major viab -3, PPARg SRC-1 ag 6, TLR4 MyD88 comp -3, ROMK mod -3.6 and S1P3 antagonist 18.
Screening CC(=O)c1ccc(OCCCC(=O)NC(C)c2ccc(S(N)(=O)=O)cc2)cc1 (stereo not given) returned bIAP inh 2, Redox H2O2 prof 0.0, bIAP activator 1, TR-FRET SRC-2 ct 1541, PPARg SRC2 recr 6, PPARg SRC3 recr 2, L major viab -7, PPARg SRC-1 ag -1, TLR4 MyD88 comp -2, ROMK mod 0.24 and S1P3 antagonist -7.
O=C(NN=C1c2ccccc2-c2ccccc21)c1ccccn1 was read as bIAP inh -7, Redox H2O2 prof -4.6, bIAP activator 1.1, TR-FRET SRC-2 ct 1499, PPARg SRC2 recr 1, PPARg SRC3 recr 2, L major viab 12, PPARg SRC-1 ag 5, TLR4 MyD88 comp -10 and ROMK mod 0.36.
For CC1CCCCC1NC(=O)c1cc2c(s1)CS(=O)(=O)C2 (stereo not given) the results were bIAP inh 19, Redox H2O2 prof -1.6, bIAP activator 0.8, TR-FRET SRC-2 ct 1523, PPARg SRC2 recr 3, PPARg SRC3 recr -1, L major viab -4, PPARg SRC-1 ag 3, TLR4 MyD88 comp -4, ROMK mod 0.048 and S1P3 antagonist -12.

Continued; the last two above are carried over.
O=C(NN=C1c2ccccc2-c2ccccc21)c1ccccn1 was read as bIAP inh -7, Redox H2O2 prof -4.6, bIAP activator 1.1, TR-FRET SRC-2 ct 1499, PPARg SRC2 recr 1, PPARg SRC3 recr 2, L major viab 12, PPARg SRC-1 ag 5, TLR4 MyD88 comp -10 and ROMK mod 0.36.
For CC1CCCCC1NC(=O)c1cc2c(s1)CS(=O)(=O)C2 (stereo not given) the results were bIAP inh 19, Redox H2O2 prof -1.6, bIAP activator 0.8, TR-FRET SRC-2 ct 1523, PPARg SRC2 recr 3, PPARg SRC3 recr -1, L major viab -4, PPARg SRC-1 ag 3, TLR4 MyD88 comp -4, ROMK mod 0.048 and S1P3 antagonist -12.
`CC(=O)c1ccc(C(=O)N2CCC(CO)(Cc3cccc(C(F)(F)F)c3)CC2)cc1` gave bIAP inh 3, Redox H2O2 prof -1.2, bIAP activator 1, TR-FRET SRC-2 ct 1709, PPARg SRC2 recr 2, PPARg SRC3 recr 3, L major viab 7, PPARg SRC-1 ag 2, TLR4 MyD88 comp -5, ROMK mod -0.037 and S1P3 antagonist 18.
COC(=O)C(F)(F)Sc1c(C)[nH]c2ccccc12 was read as bIAP inh 33, Redox H2O2 prof 0.6, bIAP activator 0.7, TR-FRET SRC-2 ct 1714, PPARg SRC2 recr 6, PPARg SRC3 recr 3, L major viab 17, PPARg SRC-1 ag 3, TLR4 MyD88 comp 2, ROMK mod 0.67 and S1P3 antagonist 6.
Screening Cc1cccc(/C=N/NC(=O)Cn2nc(C)cc2C)n1 returned bIAP inh -5, Redox H2O2 prof -0.2, bIAP activator 1.1, TR-FRET SRC-2 ct 1583, PPARg SRC2 recr 3, PPARg SRC3 recr 5, L major viab -7, PPARg SRC-1 ag 3, TLR4 MyD88 comp 7 and S1P3 antagonist -2.
CC1CCCC(NC(=O)COC(=O)c2ccc3ccccc3n2)C1C (stereo not given) was read as bIAP inh 1, Redox H2O2 prof -0.4, bIAP activator 1, TR-FRET SRC-2 ct 1683, PPARg SRC2 recr 3, PPARg SRC3 recr 4, L major viab -6, PPARg SRC-1 ag 0 and TLR4 MyD88 comp -4.
For CCOC(=O)Cc1cc(=O)n2[nH]c(C)c(-c3ccccc3)c2n1 the results were bIAP inh -7, Redox H2O2 prof 3.1, bIAP activator 1.1, TR-FRET SRC-2 ct 1448, PPARg SRC2 recr 1, PPARg SRC3 recr -6, L major viab -9, PPARg SRC-1 ag 4, TLR4 MyD88 comp -7, ROMK mod 1.4 and S1P3 antagonist -10.
`CC(=O)Nc1ccc(S(=O)(=O)N2CCCC2C(=O)O)cc1` (stereo not given) gave bIAP inh -29, Redox H2O2 prof -1.8, bIAP activator 1.3, TR-FRET SRC-2 ct 1584, PPARg SRC2 recr -6, PPARg SRC3 recr 4, L major viab -9, PPARg SRC-1 ag 5, TLR4 MyD88 comp -7, ROMK mod 0.19 and S1P3 antagonist -33.
For Cc1cc(=O)n2ncnc2n1COCCO the results were bIAP inh 3, Redox H2O2 prof 0.9, bIAP activator 1, TR-FRET SRC-2 ct 1589, PPARg SRC2 recr 2, PPARg SRC3 recr 2, L major viab -6, PPARg SRC-1 ag 1, TLR4 MyD88 comp 3 and S1P3 antagonist -68.
COc1cccc(C(=O)OCCCN(C)C)c1 was read as bIAP inh 25, Redox H2O2 prof -0.6, bIAP activator 0.7, TR-FRET SRC-2 ct 1787, PPARg SRC2 recr 3, PPARg SRC3 recr 3, L major viab 48, PPARg SRC-1 ag 6, TLR4 MyD88 comp -9 and S1P3 antagonist -2.
For CCS(=O)(=O)N1N=C(c2cccc(NS(C)(=O)=O)c2)CC1c1ccc(C)cc1 (stereo not given) the results were bIAP inh -13, Redox H2O2 prof -0.9, bIAP activator 1.1, TR-FRET SRC-2 ct 1698, PPARg SRC2 recr 7, PPARg SRC3 recr 1, L major viab 9, PPARg SRC-1 ag -2, TLR4 MyD88 comp -5, ROMK mod -0.91 and S1P3 antagonist -14.

Source: PubChem (several laboratories)
